MazEF act: activators of E. coli MazEF toxin-antitoxin RNase | hit rate 0.32% among 350,000 | AID 504720 | P0AE70 | FAM/BHQ RNA-DNA oligo cleavage fluorescence, 5 h | activation, % at 20 µM; in the data active means activation above about 50%
Target sequence (P0AE70 whole entry, looked up): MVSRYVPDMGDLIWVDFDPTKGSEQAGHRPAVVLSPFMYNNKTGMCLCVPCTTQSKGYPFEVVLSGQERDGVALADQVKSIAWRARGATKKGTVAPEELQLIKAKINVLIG
TcdB inh: blocks C. difficile toxin B glycohydrolase activity; hit rate 0.24% among 350,000; AID 652162; P18177; TcdB glycohydrolase enzymatic assay, plate reader; inhibition, % at 9.99 µM; in the data active means inhibition above about 10%
Rv3671c inh: Rv3671c (M. tuberculosis) protease inhibition; P9WHR9; inhibition, % at 5.96 µM; hit rate 0.048% among 320,000; AID 2606; in the data active means inhibition above about 38%;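 further: extracellular domain of Rv3671c used as enzyme; 0% = enzyme with DMSO and 100% = no enzyme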
Target sequence (P9WHR9 whole entry, looked up, the tested form may be a part): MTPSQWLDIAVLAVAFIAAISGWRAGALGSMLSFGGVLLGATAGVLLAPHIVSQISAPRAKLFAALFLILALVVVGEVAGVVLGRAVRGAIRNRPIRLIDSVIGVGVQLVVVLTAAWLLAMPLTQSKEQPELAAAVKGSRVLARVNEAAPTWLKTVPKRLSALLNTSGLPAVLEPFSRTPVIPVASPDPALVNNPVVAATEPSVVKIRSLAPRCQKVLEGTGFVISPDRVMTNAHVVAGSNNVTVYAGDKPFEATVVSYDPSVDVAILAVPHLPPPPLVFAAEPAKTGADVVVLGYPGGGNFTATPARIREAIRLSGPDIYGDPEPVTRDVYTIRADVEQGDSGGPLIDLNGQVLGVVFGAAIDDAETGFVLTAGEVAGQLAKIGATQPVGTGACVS
BH1578 lux ind: quorum light induction in luxS cqsA deficient V. cholerae. V. cholerae BH1578 lux reporter, luminescence, 6 h. activation, % at 18.7 µM. hit rate 0.16% among 350,000. AID 588436; in the data active means activation mostly above about 9.7%, no sharp cut-off; inconclusive means no clear call, values can overlap the other calls; inactive means mostly below about 3.7%; further: not every result past the cut was called active; inactives centre near 0; reference of the scale not given here
PfHsp40 yeast: compounds rescuing yeast from Plasmodium falciparum HSP40 toxicity; S. cerevisiae expressing PfHsp40, growth rescue, ATP luminescence; growth rescue, % at 12.5 µM; hit rate 0.68% among 340,000; AID 504582; in the data active means growth rescue above about 28%, passing the limit was not always enough; inconclusive means no clear call, values can overlap the other calls;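 further: yeast W303a lacking pdr1 and pdr3 grown in galactose medium; growth measured after three days at 30 °C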
VHR inh abs: blocks human VHR1 dual specificity phosphatase. P51452. recombinant VHR phosphatase, pNPP absorbance. inhibition, % at 13.3 µM. hit rate 0.52% among 290,000. AID 1654; in the data active means inhibition above about 50%; further: some compounds called inactive have numbers as strong as hits
Target sequence (P51452 whole entry, looked up): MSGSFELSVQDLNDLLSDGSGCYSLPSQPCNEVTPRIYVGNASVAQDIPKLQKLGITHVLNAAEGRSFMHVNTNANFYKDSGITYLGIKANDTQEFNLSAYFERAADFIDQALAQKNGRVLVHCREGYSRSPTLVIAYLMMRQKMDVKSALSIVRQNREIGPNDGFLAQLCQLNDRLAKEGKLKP
PriA SSB inh: blocks PriA binding to SSB C-terminal tail; AlphaScreen SSBct-PriA binding, biotinylated peptide; inhibition, % at 33 µM; hit rate 0.6% among 430,000; AID 1272365; in the data active means inhibition mostly above about 37%, no sharp cut-off; inactive means mostly below about 20%;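 further: plate controls were negative control peptide for no effect and reference peptide for full effect; strong numbers were not always called active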
SARS 3CLpro inh: SARS-CoV 3CLpro protease inhibition; P0C6X7; recombinant SARS-CoV 3CLpro, quenched FRET peptide cleavage; inhibition, % at 6 µM; hit rate 0.14% among 290,000; AID 1706; in the data active means inhibition above about 12%
Y pestis TopoI: blocks Yersinia pestis topoisomerase I activity; Y. pestis Topo-I cleavage product accumulation, plate reader; activity, % at 10 µM; hit rate 0.064% among 360,000; in the data active means activity above about 50%, passing the limit was not always enough; inconclusive means no clear call, values can overlap the other calls; further: inactives centre near 2
Anthrax LF prot: anthrax lethal factor protease inhibition; multiplex microsphere protease cleavage assay, LF; inhibition, % at 10 µM; hit rate 0.12% among 360,000; AID 588501; in the data active means inhibition above about 30%; inconclusive means no clear call, values can overlap the other calls; further: plate controls were buffer without enzyme for full effect and enzyme alone for no effect
The depositor's hits bear a star; i = inactive; ? = inconclusive; · = no result given; & = joins results of further samples. This is a subset (hit frequency here may not be typical).

Each structure is followed by: MazEF act, TcdB inh, Rv3671c inh, BH1578 lux ind, PfHsp40 yeast, VHR inh abs, PriA SSB inh, SARS 3CLpro inh, Y pestis TopoI, Anthrax LF prot
> CCOC(=O)CSc1n[nH]c(NC(=O)NC(C)C)n1
  3.1, 0.8, 2.6, i, -0.5, 28.4, -4.9, 0.9, 2.6, 1.9
> COc1cccc(NC(=O)CCCCCN2C(=O)[C@@H]3Cc4ccccc4CN3C2=O)c1
  -0.1, 2.0, 2.5, 0.2, 0.5, 16.6, 9.2, 0.8, 27.8, 0.4
> COc1ccc(S(=O)(=O)Nc2cccc(-c3ccc4nncn4n3)c2)cc1F
  3.5, 1.8, -6.0, -0.5, 3.4, 33.5, 1.1, 0.2, 0.7, -0.6
> CC1(C)CC(=O)C=C(NCCc2ccccc2)C1
  4.6, -1.1, -4.8, i, 1.0, 4.1, -9.8, 0.2, 7.5, 26.6
> CS(=O)(=O)c1ccc(Nc2nc(C(N)Cc3ccccc3)cs2)cc1 (stereo unspecified)
  ·, 1.5, ·, i, ·, ·, ·, ·, -9.1, -6.8
> Cc1cc(C)c(CN2CCC(CO)(CCOc3ccccc3)CC2)cc1C
  3.2, 0.0, 3.1, -0.3, 0.4, 17.7, -15.5, 4.1, 11.8, -8.3
> COc1cccc(/C=C(\C)C(=O)c2c(C)cc(C)[nH]c2=O)c1OC
  6.9, -0.7, -1.9, -1.8, -0.5, ·, -4.2, -0.7, 2.5, -6.2
> COc1ccc(Br)cc1/C=N/n1c(-c2ccccc2)n[nH]c1=S
  -8.3, 1.1, -3.8, i, -0.6, -11.8, ·, 0.8, 3.5, -15.5
> CN1C(=O)[C@H]2[C@@H](/C=C/c3ccccc3)N3C(=O)CN(Cc4ccccc4)C(=O)[C@@]3(C)[C@H]2C1=O
  5.9, 1.1, -1.1, i, -0.3, 28.3, -6.2, 3.9, 3.2, -3.4
> O=c1nc(/C=C/c2ccccc2C(F)(F)F)cc(C(F)(F)F)[nH]1
  -2.6, 0.7, 3.5, -0.8, -0.2, -7.9, -21.1, -2.0, -0.8, -15.6
> Cc1cccc(NC(=O)[C@@H](NC(=O)N2C[C@H]3C[C@@H](C2)c2cccc(=O)n2C3)C(C)C)c1
  3.4, -0.1, 5.4, -0.4, 0.6, 12.7, ·, 6.9, -6.5, -0.6
> COc1ccc(S(=O)(=O)N2CCCCCC2)cc1C(=O)OCC(=O)NCC(C)C
  3.1, ·, 0.1, i, 0.8, 26.1, -11.2, -4.2, -2.2, -3.6
> Cc1c(NC(=S)N2CCN(c3cccc(Cl)c3)CC2)c(=O)n(-c2ccccc2)n1C
  -23.2, 1.1, -2.5, i, -2.2, 28.8, 0.9&-2.0, -3.5, 17.8, -1.6
> CN(CC(=O)Nc1ccc(S(=O)(=O)N2CCCC2)cc1)Cc1ccc(Cl)cc1Cl
  -1.0, 1.7, -14.2, -0.4, 2.1, -0.5, -21.2, -1.3, 44.1, -1.2
> O=C(c1ccc2nc(-c3ccco3)c(-c3ccco3)nc2c1)N1CCN(c2ccccc2)CC1
  -7.6, ·, 4.1, -2.2, 2.0, -4.9, 12.8, -5.9, 14.7, 8.1

The list goes on; the last 2 above are carried over.
Each structure is followed by: MazEF act, TcdB inh, Rv3671c inh, BH1578 lux ind, PfHsp40 yeast, VHR inh abs, PriA SSB inh, SARS 3CLpro inh, Y pestis TopoI, Anthrax LF prot
> CN(CC(=O)Nc1ccc(S(=O)(=O)N2CCCC2)cc1)Cc1ccc(Cl)cc1Cl
  -1.0, 1.7, -14.2, -0.4, 2.1, -0.5, -21.2, -1.3, 44.1, -1.2
> O=C(c1ccc2nc(-c3ccco3)c(-c3ccco3)nc2c1)N1CCN(c2ccccc2)CC1
  -7.6, ·, 4.1, -2.2, 2.0, -4.9, 12.8, -5.9, 14.7, 8.1
> CCOC(=O)c1[nH]cnc1C(=O)Nc1ccc([N+](=O)[O-])cc1
  2.7, 0.0, 2.2, 0.5, 0.2, 0.1, -3.1, -2.3, 0.0, 0.0
> O=C(CSc1nc2c(sc3ccccc32)c(=O)n1CCCN1CCCC1)NCC1CCCO1 (stereo unspecified)
  4.5, ·, 9.1, -0.7, 1.3, 7.6, -15.4, 1.5, -3.3, -12.1
> O=C(COC(=O)c1sc2cc(Cl)ccc2c1Cl)Nc1ncc(Cl)cc1Cl
  ·, 1.5, 0.9, ·, ·, 12.1, ·, -5.8, ·, ·
> C[C@H](CO)N1C[C@H](C)[C@@H](CN(C)Cc2ccncc2)Oc2c(cccc2N(C)C)C1=O
  2.3, -1.2&1.7, 4.5, i, -0.1, ·, -18.6, ·, 4.4, -2.1
> Cc1cc(C)n2c(SCC(=O)N3CCN(S(=O)(=O)c4ccc(Cl)cc4)CC3)nnc2n1
  3.1, ·, 0.3, -0.3, 5.2, 22.6, -14.0, -1.7, 16.6, -6.5
> COc1ccc(Nc2nc(C(=O)N(CCO)Cc3ccccc3)cs2)cc1
  -16.3, 1.0, 6.5, -0.3, 1.8, 16.5, 1.0, -1.9, 10.0, -0.8
> CNC(=S)NNC(=O)Cc1ccc(O)cc1
  -3.0, ·, -8.9, -0.5, 0.9, -0.9, 6.2, 0.2, 0.4, 8.5
> COc1cccc(C2(O)CC(C(F)(F)F)=NN2C(=O)c2ccccn2)c1 (stereo unspecified)
  7.6, 0.1, 6.1, i, -0.2, 22.2, 3.3, 2.7, 1.3, 3.2
> COc1cc2c(cc1OC)-c1c(OC)c(OC)cc3c1[C@H](C2)[N+](C)(C)CC3
  4.3, 1.6, -10.1, -0.6, -1.8, 4.7, 3.3, -0.9, -11.3, 1.8
> O=C(CCN1C(=O)c2ccccc2C1=O)N1CCN(Cc2ccc(Cl)cc2Cl)CC1
  -0.3, ·, -6.3, -0.7, -2.1, 11.7, -1.5, 4.2, 2.4, ?
> O=C(CN1C(=O)COc2ccccc21)NCCN1CCc2ccccc2C1
  3.7, 0.4, 6.9, i, 1.3, -7.5, 3.4, -5.8, 6.3, -3.5
> CC1=C2C(=O)OC(c3ccoc3)C2(C)CCC1 (stereo unspecified)
  7.3, ·, -1.7, -1.6, -0.3, 11.9, -8.7, -0.6, 0.1, -1.2
> C/C(N)=C(/C#N)C(=O)CN1C(=O)NC(Cc2c[nH]c3ccccc23)C1=O (stereo unspecified)
  -1.6, -3.1, -1.4, i, 13.0, 14.1, 1.4, -5.3, -1.8, 6.9
> COC(=O)C1(C)NC(c2ccc(O)cc2)C2C(=O)N(c3ccc(F)cc3)C(=O)C21 (stereo unspecified)
  10.1, -12.6, -7.9, -0.2, 1.1, 18.1, -7.7, 0.9, 5.4, 9.0
> O=C(C1CCN(CC2CC=CCC2)CC1)N(CCc1ccccc1)Cc1ccccc1 (stereo unspecified)
  -2.4, 1.0, -2.6, -0.3, -1.2, 18.3, -9.2, 5.5, 31.7, -0.7
> CCN(C(=O)COC(=O)COc1ccc(Cl)c(C)c1)C1CCS(=O)(=O)C1 (stereo unspecified)
  4.6, 1.7, -0.3, -0.3, 0.1, ·, 9.3, ·, 2.6, 0.2
> O=C(NCCCn1ccnc1)c1cn(-c2ccccc2)nc1-c1ccc(F)cc1
  -0.3, -0.2, 3.7, -1.7, -1.6, 25.3, 0.8, 3.6, 3.7, -1.3
> CC(C)(C)Nc1scc(-c2ccccc2)[n+]1-c1ccccc1
  8.3, 1.1, -4.5, i, -1.0, 29.4, 15.8, 0.3, 10.4, -12.7
> COc1ccc(S(=O)(=O)N2CCCOC2CNC(=O)C(=O)NCCCn2ccnc2)cc1 (stereo unspecified)
  -1.5, 1.0, 9.4, 8.3, -0.6, 7.8, -0.7, 0.3, -6.7, -1.2
> Cn1c(=O)oc2cc(S(=O)(=O)N3CCCC(C(=O)NCC4COc5ccccc5O4)C3)ccc21 (stereo unspecified)
  -6.5, 1.1, 9.6, -0.3, 0.0, 32.1, 104.2*, 0.9, 29.9, -18.5
> COc1ccc(NC(=O)c2cn(CCC#N)nc2-c2ccc([N+](=O)[O-])cc2)cc1
  0.3, 1.1, 10.5, -1.7, -0.8, 19.9, -8.7, 3.4, 8.6, -4.4
> O=C(NCCc1ccc(Cl)cc1)C1CCN(C(=O)c2sccc2-n2cccc2)CC1
  -2.3, ·, -8.8, -0.3, -0.1, 15.5, 4.8, 2.3, 36.5, 1.9
> COc1ccccc1N(CC(=O)Nc1cc(C)on1)S(=O)(=O)c1cccc(C(F)(F)F)c1
  7.0, 0.9, 3.6, -0.7, -1.2, ·, 3.4, ·, 1.8, -6.8
> CCc1nc2ccc(C(=O)N(CC)CCN(C)C)cn2c1N(CC)C(=O)NCCc1ccccc1
  ·, 0.5, ·, -0.5, ·, ·, ·, ·, 1.5, 0.4
> CCOC(=O)N1CCN(C(=O)C2CC(=O)N(c3ccc(C)cc3)C2)CC1 (stereo unspecified)
  -2.0, 0.9, 6.3, i, -0.4, ·, -0.8, ·, -10.1, -2.7
> CC(=O)Nc1nc(-c2cccs2)cs1
  4.1, ·, -8.7, -2.0, -0.3, 10.8, -5.9, 1.9, -7.7, 1.9
> C/C(=C(/NC(=O)c1ccccc1)C(=O)O)c1ccco1
  0.1, -0.1, -5.1, -0.3, -0.6, 1.7, -5.5, 4.7, 1.1, 1.5
> CN(C)CCCNC(=O)c1cc(C(=O)Cc2ccccc2)c[nH]1
  7.9, 1.0, 1.1, -0.3, -2.1, 36.1, 1.8, 5.2, 1.2, 1.3
> N#C/C(=C\c1cn(Cc2ccc(C#N)cc2)c2ccccc12)C(=O)NCc1cccs1
  55.0*, 0.6, -6.5, -0.2, 0.0, -10.1, 2.2, 6.2, 9.8, -3.2
> O=C(Nc1ccccc1C(=O)N1CCN(CCO)CC1)c1cccc([N+](=O)[O-])c1
  -4.8, -0.3, 8.4, -0.9, -1.9, 30.2, 3.2, 0.9, 3.4, ·
> OC(c1cc(F)cc(Cl)c1)c1ncc(-c2ccc3ccccc3c2)[nH]1 (stereo unspecified)
  ·, -3.2, ·, -0.7, ·, ·, ·, ·, -21.6, -7.4
> O=C(Cn1nc(Cc2cccnc2)c2ccccc2c1=O)Nc1ccc2c(c1)OCO2
  6.7, -0.1, -1.5, -0.3, -0.3, 2.4, -8.1, -2.2, -12.3, -8.2
> O=c1c2ccccc2nc(SCc2ccccc2Cl)n1Cc1ccccc1
  0.4, ·, -8.7, 25.8*, -0.5, -8.0, -16.1, -1.1, 2.1, -1.8
> COc1ccc(S(=O)(=O)Nc2ccccc2-c2nc3ccccc3[nH]c2=O)cc1
  9.3, 1.1, 3.3, 0.6, -1.7, -11.5, -5.7, 3.7, -1.8, 0.5
> CC1CN(C(=O)CCC(=O)N2CCN(c3cccc(C(F)(F)F)c3)CC2)c2ccccc2O1 (stereo unspecified)
  -5.6, 0.3, -2.0, -0.4, 2.3, 17.9, -13.2, 7.6, 11.1, -2.1
> COc1cc(/C=C(\NC(=O)c2ccccc2)C(=O)NC(C(=O)O)c2ccccc2)cc(OC)c1OC (stereo unspecified)
  -1.3, -0.4, -5.9, -0.6, 3.4, 8.8, -4.6, 1.2, 0.6, -9.8
> COc1ccc(Br)cc1CN1CCN(C(=O)c2cccc(OC)c2OC)CC1
  -3.3, 1.9, -2.1, i, -0.6, -10.4, -4.5, 0.4, 11.2, -16.6

Compound activity: PubChem BioAssay, several laboratories
